Screening data: PubChem, Broad Institute
PGC1a acetyl inh – inhibitors of PGC1a acetylation signal, primary screen, cell-based, U2OS, AlphaScreen, inhibitor mode | AID 651687, 2012 | actives 0.17% (n = 350,000) | AlphaScreen anti-acetyl-lysine; with virally co-expressed GCN5 acetyltransferase | inhibition, % at 15.6 µM;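 active = every replicate shows inhibition of at least 40%; inconclusive = mean inhibition at least 40% but some replicate below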;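 also: 0% = neutral control wells and 100% = positive control wells; some results beyond the cut were filed as inactive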
C2C12 statin – suppressors of statin myotoxicity in C2C12 myotubes, primary screen, cell-based, single point, plate reader; rescue of ATP level, % at 7.49 µM; actives 0.78% (n = 330,000); C2C12 myotubes + simvastatin, ATP luminescence, 48 h; scaled: DMSO 0, geranylgeraniol control 100;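 active = mean ATP rescue above about 67%, or every replicate alone reaching that limit, limit read from the data, passing the limit was not always enough; inconclusive = no clear call, values can overlap the other calls; inactive = mean under the limit and some replicate under it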;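 also: myotubes were challenged with 10 µM simvastatin during compound exposure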
Cneo AK release – Cryptococcus neoformans cell lysis inducers, primary screen, AK release luminescence, single concentration; C. neoformans lysis, adenylate kinase release luminescence, 4 h; normalised: neutral wells 0, clomiphene wells 100; lysis activity, % at 15 µM; actives 0.2% (n = 360,000); AID 651654, 2012;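 active = mean lysis activity across replicates of at least 80%, whatever share of replicates individually reach that level; inactive = mean lysis activity below 80%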
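Schedule: static 4 h at 37 °C with compound, 1 h detection; system: C. neoformans cells; benchmarks: Clomiphene as positive control; buffer or medium: fresh YPD medium; measure: luminescence rise reflecting yeast cell lysis; measured by: luminescent adenylate kinase detection reagent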
An asterisk follows results filed as active; ? = inconclusive. This is a subset. The share of hits here may be higher or lower than overall.

# | structure | PGC1a acetyl inh | C2C12 statin | Cneo AK release
1 | c1ccc(Nc2nc(N3CCCCC3)nc(N3CCCCC3)n2)cc1 | -14.2 | -4.9 | 0.6
2 | CCOc1ccc(-n2c(Cc3cc(=O)[nH]c(=O)[nH]3)nnc2SC(C)C)cc1 | 4.5 | -1.9 | -0.1
3 | Cc1cccc(NC(=O)c2cc(NC(=O)C3CCCCC3C(=O)O)ccc2N2CCCCC2)c1 (centres undefined) | -8.7 | 14.8 | 2.2
4 | COc1cccc(-c2nnc(SCC(=O)Nc3ccc4c(c3)OCCO4)n2Cc2ccco2)c1 | -10.8 | 8.8 | 0.2
5 | Cc1noc(C)c1C(=O)OCC(=O)Nc1ccccc1Oc1ccccc1 | -1.6 | -1.7 | 2.0
6 | CN(C(=O)Nc1ccc(S(=O)(=O)N(C)C)cc1)C1CCCCC1 | 3.3 | -43.1 | -4.4
7 | CC(C)n1c(N2CCN(CC(=O)NCc3cccs3)CC2)nc2ccccc21 | -8.7 | -12.2 | -4.1
8 | COc1ccc(CC(=O)Nc2cccc(/C(C)=N/NC(=O)c3cccc([N+](=O)[O-])c3)c2)cc1 | -12.4 | -24.3 | 7.9

Individual results from the results shown:
PGC1a acetyl inh result of compound 5 = -1.6
Cneo AK release result of compound 4 = 0.2
PGC1a acetyl inh result of compound 6 = 3.3
Cneo AK release result of compound 1 = 0.6
PGC1a acetyl inh result of compound 8 = -12.4
Cneo AK release result of compound 7 = -4.1

Additional compounds follow.
# | structure | PGC1a acetyl inh | C2C12 statin | Cneo AK release
9 | CCN(c1cccc(C(F)(F)F)c1)S(=O)(=O)c1ccc2c(c1)CCN2C(=O)C1CC1 | -24.0 | 30.5 | 0.3
10 | OCC#CCSc1nnc(-c2ccc(Br)cc2)o1 | 3.1 | 3.1 | 1.1
11 | C=CCn1c(=O)c(C(=O)Nc2cccnc2)c(O)c2ccccc21 | -8.8 | 96.2* | 0.5
12 | CC(=O)C1=C(c2ccccc2)NC(=O)NC1c1ccccc1OCC(=O)Nc1ccccc1 (centres undefined) | 6.5 | -9.6 | 0.5
13 | CCN(CC)S(=O)(=O)c1cccc(C(=O)OCC(=O)C23CC4CC(CC(C4)C2)C3)c1 | 33.1 | 6.4 | 0.1
14 | Cc1cc(NS(=O)(=O)c2ccc(NC(=O)c3oc4ccccc4c3C)cc2)no1 | -17.0 | 52.1 | 3.4
15 | Cc1cc(C)cc(OCc2nnc(SCC(=O)OC(C)C)o2)c1 | -1.4 | 2.9 | 0.7
16 | CCOC(=O)c1nn(-c2ccc(C)c(C)c2)cc1O | -16.2 | 18.6 | -5.4
17 | COc1cc(OC)c(OC)cc1CNCCNC(=O)c1nonc1N | -1.5 | -6.6 | 18.3
18 | COc1cccc(-n2ccnc2SCC(=O)Nc2ccccc2)c1 | 3.0 | 1.1 | 2.1
19 | COC(=O)c1ccccc1NC(=O)CSc1nnc(C(CO)NC(=O)c2ccccc2Cl)n1C (centres undefined) | 13.4 | -3.5 | 0.7
20 | Cc1ccccc1-c1nc(CN2CCC(C(=O)NCCCN3CCOCC3)CC2)c(C)o1 | -3.1 | -33.6 | -0.6
21 | COC(=O)c1ccccc1NC(=O)COC(=O)c1cccnc1 | 10.5 | 4.2 | -0.9
22 | COc1nc(NCCc2ccc(OC)c(OC)c2)nc(OC)n1 | 2.5 | 8.2 | -0.5
23 | COc1ccc(OC)c(C(c2nnnn2C(C)(C)C)N2CCc3ccccc3C2)c1 (centres undefined) | -15.1 | -5.2 | -0.5
24 | O=c1c2ccccc2cnn1-c1ccc(Cl)cc1 | -12.4 | -0.8 | -3.8
25 | O=C1CCCc2ccccc2N1Cc1cccc(Cl)c1 | -8.8 | 40.0 | -0.2
26 | CC1CN(C2CCN(S(=O)(=O)Cc3ccccc3)CC2)CC(C)O1 (centres undefined) | 1.7 | 1.6 | 1.6
27 | NC(=O)c1ccccc1NC(=O)CS(=O)(=O)Cc1ccccc1 | -9.4 | 6.6 | -4.8
28 | COc1nonc1NCn1nc(C)cc1C | -4.7 | 16.6 | 0.8
29 | COc1cc(C)c(N(C(C)=O)c2ccccc2)c(C)c1 | -10.1 | 0.8 | 2.5
30 | CCc1ccc(Nc2ncccc2C#N)cc1 | 3.5 | 8.8 | -0.7
31 | CC(C)CCn1c(SCCN2CCOCC2)nc2c1c(=O)[nH]c(=O)n2C | 3.0 | -0.6 | -2.9
32 | O=C(CSc1ncc(-c2ccccc2)nn1)NCc1ccco1 | -11.5 | 7.3 | -1.7

Arranged by number of heavy atoms (lowest first): 3 of the compounds above.
# | structure | PGC1a acetyl inh | C2C12 statin | Cneo AK release
30 | CCc1ccc(Nc2ncccc2C#N)cc1 | 3.5 | 8.8 | -0.7
29 | COc1cc(C)c(N(C(C)=O)c2ccccc2)c(C)c1 | -10.1 | 0.8 | 2.5
32 | O=C(CSc1ncc(-c2ccccc2)nn1)NCc1ccco1 | -11.5 | 7.3 | -1.7

Remaining list, next part:
# | structure | PGC1a acetyl inh | C2C12 statin | Cneo AK release
33 | O=C(NC1CC2CCCC(C1)N2Cc1ccco1)NC12CC3CC(CC(C3)C1)C2 (centres undefined) | 2.0 | 8.8 | -4.8
34 | CCCc1cc(=O)n2c([nH]c3ccccc32)c1C#N | -7.5 | -33.9 | -4.5
35 | Cc1ccc(S(=O)(=O)NC(c2ccccc2)C(C)C(=O)n2nc(C)cc2C)cc1 (centres undefined) | -23.9 | 10.4 | 1.2
36 | COc1cccc(-c2cc(C(F)(F)F)nc(-n3cc(Cl)cn3)n2)c1 | -2.0 | -3.5 | 2.3
37 | N/C(=N\OC(=O)CCc1ccccc1)c1cccc(Br)c1 | -6.2 | 3.1 | -1.8
38 | N#CC1=C(N)N(c2ccccc2)C(c2ccco2)C1(C#N)C#N (centres undefined) | 25.1 | -1.3 | -1.6
39 | CC(=O)Nc1cc(-c2ccccc2)ccc1O | -9.9 | -3.0 | -1.4
40 | CCOc1ccc(N2CC(C(=O)Nc3ccccc3F)CC2=O)cc1 (centres undefined) | -8.9 | -7.3 | 1.6

Reformatted field by field: entries from further up.
[38] N#CC1=C(N)N(c2ccccc2)C(c2ccco2)C1(C#N)C#N (centres undefined)
  PGC1a acetyl inh = 25.1	C2C12 statin = -1.3	Cneo AK release = -1.6

[36] COc1cccc(-c2cc(C(F)(F)F)nc(-n3cc(Cl)cn3)n2)c1
  PGC1a acetyl inh = -2.0	C2C12 statin = -3.5	Cneo AK release = 2.3

(next part)
# | structure | PGC1a acetyl inh | C2C12 statin | Cneo AK release
41 | COc1cccc(C2/C(=C(/O)c3cnn(-c4ccccc4)c3C)C(=O)C(=O)N2CCN(C)C)c1 (centres undefined) | 5.5 | 3.5 | -0.1
42 | COc1ccc(CN(C(=O)CSc2nnc(-c3ccccc3F)o2)c2ccc(F)cc2)cc1 | -14.6 | 37.6 | -1.2
43 | N#Cc1c(C(F)(F)F)cc(C2CC2)nc1N1CCCC1 | -5.9 | 3.1 | -3.0
44 | Cc1cc(C)n(C(=O)CN2C(=O)COc3ccccc32)n1 | 8.1 | -8.2 | -1.1
45 | COc1cccc(CNc2cnc3ccccc3c2)c1O | -0.5 | -7.7 | -7.7
46 | CCOC(=O)c1c(NC(=O)CC2SC(N)=NC2=O)sc2c1CCCC2 (centres undefined) | -15.3 | -3.9 | 1.4
47 | Brc1ccc(-c2nc(-c3cccnc3)no2)o1 | 15.3 | -1.2 | -0.3
48 | O=C(CCN1c2ccccc2Sc2ccccc21)OCc1nnc(-c2ccccc2)o1 | 5.6 | -6.1 | -0.3
49 | O=C1COc2ccc(C(=O)CSc3nnc(Cc4cccs4)n3-c3ccccc3)cc2N1 | -5.6 | -22.0 | 2.8
50 | Nc1nc(-c2ccc(Cl)cc2)cc(C(F)(F)F)n1 | 12.3 | 23.7 | 0.9
51 | COc1ccc(C2CC(c3ccc(OC)cc3)n3nc(NC(=O)c4cccs4)nc3N2)cc1 (centres undefined) | -6.8 | 2.8 | -1.5
52 | O=C(Nc1nc(-c2ccncc2)cs1)c1ccco1 | 8.8 | 13.3 | -0.9
53 | c1ccc(-n2ncc3c(NCc4ccco4)ncnc32)cc1 | -7.8 | -14.1 | -2.1
54 | Cc1cccc2c(=O)cc(C)n(CC(=O)N3CCOCC3)c12 | 7.5 | -9.6 | -0.5
55 | NC(=O)c1nn(-c2ccccc2)c(=O)cc1O | 6.0 | 7.7 | -1.0
56 | C(=N\n1cnnc1)/c1ccc(N2CCOCC2)s1 | 3.4 | -4.8 | 0.7
57 | COc1ccc(Nc2nc3ccccc3nc2NS(=O)(=O)c2cccs2)cc1 | 3.5 | -21.7 | -1.4
58 | Cn1c(Sc2ccc(C(F)(F)F)cc2[N+](=O)[O-])nnc1-c1ccccc1 | 43.9 | 1.4 | -0.4
59 | Cc1nc2ccccc2c(=O)n1CCCn1ccnc1 | 5.4 | 0.6 | -0.5
60 | CC(=O)Nc1nonc1NC(=O)CSc1ccccn1 | 5.7 | 3.9 | 2.1
61 | Cc1cc(NCC(C)C)n2ncnc2n1 | 13.6 | 2.8 | -2.6
62 | CC1=NN(C(=O)Cc2ccc(C)cc2)C(O)(c2cccnc2)C1 (centres undefined) | 1.0 | 2.1 | -2.7
63 | COc1cc(OC)cc(-c2nnc(SCC(=O)N(Cc3ccccc3)C(C)(C)C)o2)c1 | -3.9 | 29.1 | -1.6
64 | CS(=O)(=O)N(CCc1ccccc1)CC(=O)N1CCN(c2ccccc2F)CC1 | -4.6 | 33.5 | -2.1

Structures above that contain a nitro group on carbon:
# | structure | PGC1a acetyl inh | C2C12 statin | Cneo AK release
8 | COc1ccc(CC(=O)Nc2cccc(/C(C)=N/NC(=O)c3cccc([N+](=O)[O-])c3)c2)cc1 | -12.4 | -24.3 | 7.9
58 | Cn1c(Sc2ccc(C(F)(F)F)cc2[N+](=O)[O-])nnc1-c1ccccc1 | 43.9 | 1.4 | -0.4

New compounds follow:
# | structure | PGC1a acetyl inh | C2C12 statin | Cneo AK release
65 | COc1ccc(CCNC(=O)CN2C(=O)C3(OCCCO3)c3ccccc32)cc1OC | 4.3 | 4.0 | 0.0
66 | O=S(=O)(c1cccs1)N1CCC(Cc2ccccc2)CC1 | 2.9 | -9.0 | -4.4
67 | O=C(Nc1ccc2nn(-c3ccccc3)nc2c1)c1ccc2c(c1)OCCO2 | -26.0 | -71.0 | 1.7
68 | CN(C(=O)c1cccc(C#N)c1)c1nnc(C2CCCO2)s1 (centres undefined) | 3.4 | -3.3 | -5.0
69 | Cc1ccc(/C=N\n2c(-c3ccccc3)n[nH]c2=S)s1 | 2.5 | 24.4 | 30.6
70 | CSC1=C(C#N)C(c2cccc(Br)c2)CC(=O)N1 (centres undefined) | 3.2 | 11.5 | 2.0
71 | CC(=O)c1cn(CC(=O)Nc2ccccc2)c2ccccc12 | -0.6 | -1.8 | -5.2
72 | Cc1[nH]c(=O)[nH]c(=O)c1S(=O)(=O)N1CCN(c2cccc(Cl)c2)CC1 | -9.8 | 1.6 | 2.4
73 | COc1ccc(S(=O)(=O)N2CCCC(C(=O)N3CCOCC3)C2)cc1C (centres undefined) | 5.9 | 17.6 | -6.3
74 | CCOC(=O)C1C(C#N)=C(N)OC(C)=C1c1ccncc1 (centres undefined) | 1.2 | 0.4 | -0.9
75 | CCOC(=O)Cc1csc(NC(=O)c2cnc3scc(C)n3c2=O)n1 | 7.3 | -14.5 | 0.7
76 | O=C(O)c1cc(C(=O)O)c(-c2ccccc2)c(C(=O)O)c1 | 3.3 | 16.1 | 2.8
77 | CCOC(=O)C1=C(Nc2ccc(C)cc2)CC(C)(O)C(C(=O)OCC)C1c1ccccc1 (centres undefined) | -7.1 | 10.2 | 0.1
78 | COC(=O)CSc1nnc(-c2ccc(NS(=O)(=O)c3ccccc3)cc2)o1 | 3.7 | -0.6 | -1.3
79 | Fc1ccc(CSc2nnc(CN3CCOCC3)n2-c2ccccc2)c(Cl)c1 | -3.7 | 102.7* | -1.6
80 | CCn1cc(C(=O)NCc2cccnc2)c2cc(OC)c(OC)cc2c1=O | ? | -2.5 | 4.6
81 | C=CCc1ccccc1OCCn1ccnc1 | -7.7 | -0.9 | -3.0
82 | CCOc1ccccc1C(=O)NC(CO)C(=O)O (centres undefined) | -0.3 | 9.3 | 1.2
83 | Cc1ccc(C(=O)CSc2n[nH]c(C)n2)cc1 | 2.5 | 7.2 | -2.0
84 | CC(C)OC(=O)NCCOC(=O)Nc1ccc(Cl)c(Cl)c1 | -0.1 | -26.4 | 1.2
85 | CCOC(=O)c1ccccc1NC(=O)CSc1ncc(C(=O)OCC)c(N)n1 | -0.9 | 8.9 | 0.2
86 | Cc1ccc(-c2cnc(N)n2C)cc1C | -8.4 | -6.8 | 0.1
87 | COC(=O)c1cc(OC)c(OC)cc1NC(=O)c1ccco1 | -4.2 | -13.6 | 1.9
88 | O=[N+]([O-])c1ccc(Oc2ccc(S(=O)(=O)Nc3ccccc3)cc2)cc1 | 1.0 | -7.1 | 1.1
89 | CC1/C(=N/O)CC(c2ccccc2)N(C)C1c1ccccc1 (centres undefined) | -4.1 | -11.0 | 1.7
90 | O=S(=O)(NCCCN1CCN(c2ccccc2F)CC1)c1cccc2cccnc12 | 0.4 | 30.9 | 1.0
91 | COc1ccc(-c2cc(C(F)(F)F)n3nc(C(=O)NCCCn4ccnc4)cc3n2)cc1 | -5.8 | -41.7 | 13.2
92 | CCCS(=O)(=O)C(=C1Nc2ccccc2N1)S(=O)(=O)CCC | 1.7 | 1.6 | -0.2
